# AmpC inh no detg – AmpC beta-lactamase inhibition without detergent; AmpC nitrocefin hydrolysis, absorbance 480 nm, 0.0001% Triton; Potency, µM (top dose mostly 57.1 µM), without a hit: at the highest dose activity change, negative = inhibition, hits mostly inhibitors; hit rate 0.52% among 330,000; AID 485341;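 further: potency means the concentration at half of the fitted maximal effect; plate controls were no compound for no effect and no enzyme for full effect; nearly all actives have a fitted effect of over 20% in size; some results filed as inactive show a strong effect at the top dose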
# Target sequence (P00811 whole entry, looked up): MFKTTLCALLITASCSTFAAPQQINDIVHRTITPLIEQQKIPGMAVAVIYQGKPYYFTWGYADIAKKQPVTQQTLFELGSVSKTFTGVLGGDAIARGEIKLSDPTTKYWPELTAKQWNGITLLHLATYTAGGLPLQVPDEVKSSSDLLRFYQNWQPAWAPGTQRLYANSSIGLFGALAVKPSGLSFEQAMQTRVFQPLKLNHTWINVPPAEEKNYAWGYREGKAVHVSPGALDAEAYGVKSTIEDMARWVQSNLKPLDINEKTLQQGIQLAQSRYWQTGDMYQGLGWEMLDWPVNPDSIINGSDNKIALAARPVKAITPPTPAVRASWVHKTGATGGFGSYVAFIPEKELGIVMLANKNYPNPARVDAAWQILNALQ
#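 20 mM phosphate pH 7.0 + 0.01% (detergent screen) or 0.0001% Triton X-100; 5.3 nM AmpC reagent; cpd preinc 15 min RT; nitrocefin (800 uM stock) to start; A480 q20 s × 4 min; Activity was normalised to no-enzyme and no-compound control wells.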
# Giardia FBPA inh – inhibitors of Giardia lamblia fructose-1,6-bisphosphate aldolase; A8B2U2; purified Giardia FBPA; Potency, µM (doses to about 59.6 µM), inactives show at the top dose activity, negative = inhibition, most hits filed as inhibitors; hit rate 0.71% among 290,000; AID 2451; further: potency means the concentration at half of the fitted maximal effect; on the % scale 0 is the no-effect control and ±100 the full control effect; nearly all actives have a fitted effect of over 55% in size
# Target sequence (A8B2U2 whole entry, looked up): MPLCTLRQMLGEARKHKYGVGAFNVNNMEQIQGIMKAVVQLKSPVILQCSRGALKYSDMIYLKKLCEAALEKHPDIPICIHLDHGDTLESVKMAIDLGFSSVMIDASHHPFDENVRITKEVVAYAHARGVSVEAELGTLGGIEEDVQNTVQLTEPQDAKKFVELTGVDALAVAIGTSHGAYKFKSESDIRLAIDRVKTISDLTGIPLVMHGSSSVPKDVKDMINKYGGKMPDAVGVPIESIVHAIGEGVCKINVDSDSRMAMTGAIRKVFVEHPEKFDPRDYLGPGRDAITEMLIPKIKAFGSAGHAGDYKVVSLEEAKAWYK
#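 Giardia FBPA (40 nM reagent) was preincubated 10 min at RT with compound (up to 57.5 uM final), then substrate plus GAPDH/TPI/NAD/arsenate coupling system with diaphorase/resazurin was added; resorufin fluorescence (525/598 nm) was read after 20 min.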
# AMA1-RON2 inh – disrupts binding of P. falciparum AMA1 to RON2 | AlphaScreen AMA1-biotinylated RON2 peptide binding | hit rate 0.2% among 360,000 | Potency, µM (series often up to 58.2 µM), for the others: at the highest dose activity change, negative = inhibition, hits mostly inhibitors | AID 720542;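 further: potency means the concentration at half of the fitted maximal effect; 0% = vehicle wells and -100% = peptide control; nearly all actives have a fitted effect of over 45% in size; some results filed as inactive show a strong effect at the top dose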
#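 AMA1 (3D7) with his tag at 25 nM final met compounds first, then biotinylated RON2 peptide at 25 nM; detection used donor plus acceptor beads, 10 µg/mL apiece, read by AlphaScreen after 30 min at room temperature.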
# HCMV inh – human cytomegalovirus inhibition. AID 1259415. activity change, negative = inhibition, % at 57.5 µM. hit rate 4.5% among 410,000. HFF cells, HCMV-luciferase reporter, 72 h; hits give low values; in the data active means activity change below about -60%; inconclusive means no clear call, values can overlap the other calls; inactive means above about -39%; further: on the % scale 0 is the no-effect control and ±100 the full control effect
#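 Steps: HFFs plated, 16 h 37C; compounds added; HCMV-luciferase added to MOI 1 PFU/cell; 72 h 37C; OneGlo reagent, 5 min room temperature; luminescence read, normalized to controls.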
# Cycloheximide cs – counter-screen for Shiga toxin inhibitors: cycloheximide protein synthesis inhibition; cell reporter, cycloheximide protein synthesis inhibition counterscreen; AID 2314; max response, %; hit rate 12% among 300,000; in the data active means max response mostly above about 13%, no sharp cut-off; inactive means mostly below about 14%; further: read at 38.3 µM for the half of the compounds with a filed dose; 0% is about no effect
# Shiga inhibitor – inhibitors of Shiga toxin in Vero cells. Vero cells, Shiga toxin protein synthesis inhibition reporter. inhibition, % at 38.7 µM. hit rate 9.2% among 290,000. AID 2315; in the data active means inhibition mostly above about 28%, no sharp cut-off; inactive means mostly below about 43%; further: 0% is about no effect
# AmpC detergent – blocks E. coli AmpC beta-lactamase in detergent assay | AmpC hydrolysis of nitrocefin, absorbance 480 nm, 0.01% Triton | Potency, µM (titrated, usually from 114 µM), for inactives: at the top dose activity change, negative = inhibition, usual class: inhibitors | hit rate 0.041% among 370,000 | AID 485294;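 further: potency means the concentration at half of the fitted maximal effect; 0% = no-compound wells and -100% = no-enzyme wells; nearly all actives have a fitted effect of over 25% in size; some results filed as inactive show a strong effect at the top dose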
#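 AmpC (5.3 nM in the dispensed reagent) in 20 mM phosphate pH 7.0 with 0.01% (detergent screen) or 0.0001% Triton X-100 was preincubated with compounds for 15 min at room temperature. Nitrocefin was then added from an 800 uM solution, and hydrolysis was followed at 480 nm.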
# Active calls of the source: *; u = inconclusive; x = not tested or not shown; & = joins results of further samples; [ ] = another dose, or the depositor's remark. Unless noted, the call rests on the fitted dose curve; in most records, active means well fitted curve in the direction sought with a large enough effect; inconclusive means small, poorly fitted or top-dose-only effect, or another doubt; inactive means no such curve, though single readings can be large; an effect the other way counts as inactive or inconclusive. Rows were taken by chance; overall some 16% were active at least once.
# Every second line gives: AmpC inh no detg, HCMV inh, Cycloheximide cs, Shiga inhibitor, AmpC detergent, Giardia FBPA inh, AMA1-RON2 inh
> Cc1ccc2nc3sc(C(=O)N4CCOCC4)c(N)c3cc2c1
 : -20%, -69*, 30*, 54*, -7%, 7%, 10%
> CCC1CN(C)CCC1(OC(C)=O)c1ccccc1 (stereo not drawn)
 : 3%, 27, -2, -2, -12%, -7%, -11%
> O=C(CCC(=O)c1ccccc1)Nc1ccccc1OC(F)F
 : -9%, 2, 10, -5, -1%, 6%, 2%
> O=C1CC(N2CCN(c3ccc(C(=O)c4ccc(F)cc4)cc3)CC2)C(=O)N1 (stereo not drawn)
 : 32%, 9, 18*, 31, u, 1%, 8%
> CCC(C)Sc1nnc(CNS(=O)(=O)c2ccc(F)cc2)n1C (stereo not drawn)
 : -6%, -29, -1, 11, -13%, x, 23%
> O=C(COC(=O)c1c2c(nc3ccccc13)/C(=C/c1ccco1)CC2)NC1CCCC1
 : 18µM*, -12, -2, -8, -11%, u, -9%
> COc1ccc(C2NC(=O)c3sc(=S)n(-c4ccccc4)c3N2)cc1 (stereo not drawn)
 : -29%, -25, -6, -27, 1%, -1%, 5%
> O=C(NNC(=O)C1CCN(Cc2ccc(Cl)c(Cl)c2)CC1)c1cccs1
 : 0%, -38, -3, 10, -1%, 3%, 33%[activator]
> COc1ccc2[nH]c(=O)c(CN(Cc3cccs3)Cc3nnnn3Cc3ccccc3)cc2c1
 : 17%, -25, -4, -7, -14%, -4%, -3%
> CC(C)c1nnc(NC(=O)c2cccc(NC(=O)C(F)(F)F)c2)s1
 : -12%, 127, 47*, 84*, -2%, -8%, 16%
> Cc1onc(-c2ccccc2Cl)c1C(=O)Nc1cccc(S(=O)(=O)NC2=NCCC2)c1
 : -20%, 42, x, x, -7%, x, -13%
> COc1ccccc1/C=C/C(=O)Nc1ccc(N2CCOCC2)cc1
 : -15%, u, 4, 25, 1%, 0%, -12%
> CCn1ncc([N+](=O)[O-])c1C(=O)n1nc(C)cc1C
 : -12%, 32, 45*, 112*, -4%, 8%, 2%
> COc1ccccc1C(=O)NCCC(=O)N1CCCCC1
 : -1%, -21, 7, -20, 2%, x, -2%
> CC(=O)N1CCN(Cc2ccc(Br)s2)CC1
 : -15%, 25, -1, 9, 3%, -24%, -3%
> Cc1nn(C(=O)c2ccco2)c(C)c1Sc1ccc(Cl)cc1
 : -20%, 22, -1, -7, u, 2%, -3%
> CC1(C)CC2CC(C)(CN2C(=O)COC(=O)c2cccc([N+](=O)[O-])c2)C1 (stereo not drawn)
 : 28%, -7, x, x, x, x, 11%
> O=C(Nc1ccc(-c2nc3cccnc3s2)cc1)c1ccc(Cl)nc1
 : -15%, -12, 34*, 68*, 7%, 7%, -8%
> CCOC(=O)N1CCN(C(=S)NC)CC1
 : -4%, 11, 7, -15, 9%, -1%, -7%
> COc1ccc(C2C3=C(N=C4SCC(=O)N42)c2ccccc2CC3)cc1 (stereo not drawn)
 : 2%, 12, 39*, 76*, -3%, u, -6%
> CC(C)CC(=O)Nc1ccc(Oc2ccc(NC(=O)CC(C)C)cc2)cc1
 : -15%, 3, -1, 5, 4%, 0%, 15%
> Cc1cc(C)n2nc(C(=O)NNC(=O)c3ccc(Cl)cc3)nc2n1
 : -11%, -21, 31*, 34*, 4%, u, 97%[activator]
> O=C(NNc1ccccc1F)c1ccccc1
 : 1%, 2, 5, 22, 0%, 5%, -6%
> CCN1CCN(c2ccc(NC(=O)c3cc4ccccc4cc3OC)cc2C)CC1
 : 106%[activator], 29, x, x, -3%, x, 0%
> COc1cc(/C=C2\SC(=Nc3c(C)n(C)n(-c4ccccc4)c3=O)NC2=O)ccc1O
 : -57%, -9, -1, -14, u, -9%, 11%
> Cc1ccnc(NC(=O)c2ccc(Cl)s2)c1
 : -21%, x, 53*, 70*, -11%, 4%, -5%
> COc1ccccc1N1CCN(C(=O)c2ccc(Br)s2)CC1
 : 46%, 7, 0, -23, -8%, -1%, -6%
> Cc1cccc(CN2CCN(CC(=O)NCCCN3CCN(c4ccc(F)cc4)CC3)C2=O)c1
 : 151%[activator], u, -2, -6, -8%, 2%, -15%
> O=C(N/N=C/c1ccc(Cl)cc1)Nc1ccccc1
 : -30%, 14, 39*, 50*, -19%, x, 2%
> O=C(c1ccc(N2CCCCC2)c([N+](=O)[O-])c1)N1CCC2(CC1)OCCO2
 : 34%, -10, 8, -10, 5%, 3%, -6%
> O=C(/C=C/c1cccs1)Nc1ccc(N2CCOCC2)c(S(=O)(=O)Nc2cc(Cl)ccc2Cl)c1
 : u, -11, 0, -5, 3%, 1%, -24%
> COc1ccc(C(=O)N/N=C/c2sc(N3CCOCC3)nc2-c2ccccc2)cc1OC
 : -5%, 35, -2, -17, -1%, -7%, 11%
> COC(=O)C1=C(C)N(C)C(C)=C(C(=O)OC)C1c1ccc(Cl)cc1
 : -11%, 57, -2, -12, -1%, 4%, 0%
> S=c1nc(-c2ccccc2)n(-c2ccccc2)[nH]1
 : -18%, 55, 15, 27, -16%, -14%, 85%[activator]
> CC(C)(C)C1CCC(=NNC(=O)c2ccco2)CC1 (stereo not drawn)
 : -33%, 56, 70*, 175*, -2%, x, 80%[activator]
> O=C1CN(C(=O)c2ccccc2F)C(c2ccc(F)cc2)c2cc(F)ccc2N1 (stereo not drawn)
 : 15%, -21, -4, 18, -8%, -2%, 2%
> COC(=O)c1ccc(C2NC(=O)NC(C)=C2C(=O)N(C)C)cc1 (stereo not drawn)
 : -27%, 5, 2, -18, 2%, 3%, 6%
> CC(C)(C)c1cc[n+](CC(=O)Nc2cc(C(F)(F)F)ccc2N2CCOCC2)cc1
 : 35%, 5, -2, 21, -2%, 0%, 10%
> CCN(C(=O)COC(=O)c1ccc(=O)n(Cc2ccccc2)n1)C1CCS(=O)(=O)C1 (stereo not drawn)
 : -7%, -5, x, x, 2%, x, -21%
> Cc1ccc(S(=O)(=O)N2CCCC2CNC(=O)C(=O)Nc2ccc(F)cc2F)cc1 (stereo not drawn)
 : -10%, -12, x, x, -6%, x, 2%
> N#Cc1ccccc1NC(=O)c1ccc2c(c1)OCO2
 : -7%, 32, 25*, 23, u, 1%, -3%
> Oc1ccc(C[C@H]2CNCCN2CC2CCCCC2)cc1
 : -21%, 5, x, x, 0%, x, 5%
> CC1(C)CC(=O)c2sc(NC(=O)C(C)(C)C)nc2C1
 : -6%, 59, 40*, 92*, -7%, -3%, 7%
> C[C@@]12C(=O)Nc3ccc(Cl)cc3C(=O)N1[C@H]1c3ccccc3OC[C@@H]1[C@@H]2c1ccccc1
 : -29%, x, x, x, -8%, x, -25%
> Cc1nnc(NC(=O)CN2CCN(Cc3ccccc3)CC2)s1
 : -18%, 15, -1, -10, -5%, 6.3µM*, 12%
> COCCN1CCc2[nH]c(=S)[nH]c(=O)c2C1
 : -7%, -1, -3, 22, -14%, u, 19%
> Cc1sc2ncnc(N3CCC(C(=O)NNC(=O)COc4cccc(C(F)(F)F)c4)CC3)c2c1C
 : 166%[activator], -2, x, x, u, x, 66%[activator]
> CCOC(=O)c1c(NC(=O)CN2C(=O)NC(C)(c3ccc(Cl)cc3)C2=O)sc(C(=O)NC)c1C (stereo not drawn)
 : 134%[activator], 1, 1, -1, -16%, 4%, 3%
> Cc1cccc(C(=O)Oc2ccccc2-c2nnco2)c1
 : x, 142, 16, 30, -1%, -7%, 14%
> O=C(CSCC(=O)OCn1nnc2ccccc2c1=O)Nc1ccc(Cl)cc1
 : -23%, -7, -2, 8, 0%, -1%, -22%
> Cc1c(NC(=O)/C(=C\c2ccccc2)NC(=O)c2ccccc2)c(=O)n(-c2ccccc2)n1C
 : -14%, -9, -1, -3, u, 5%, 2%
> COc1cccc2c(SCC(=O)N/N=C/c3ccc(O)cc3O)cc(C)nc12
 : -1%, 59, -2, -11, -3%, 14%, 112%[activator]
> CSCC(=O)Nc1ccc(F)c(Cl)c1
 : 17%, 6, -1, 23, 8%, 1%, 11%
> Cc1ccc(C(C2=C(O)CC(C)(C)CC2=O)C2C(=O)CC(C)(C)CC2=O)s1 (stereo not drawn)
 : -19%, -9, -2, -2, u, 0%, -2%
> CC(=O)Nc1ccc(NC(=O)C(C)Sc2nc3nc(C)cc(C)n3n2)cc1 (stereo not drawn)
 : -11%, -30, x, x, u, x, 4%
> OC1(c2ccccc2)CNCCc2ccccc21 (stereo not drawn)
 : -15%, 37, 1, -12, -1%, -8%, 9%
> CC(C)(C)c1cccc(C2(O)C(=O)c3ccccc3C2=O)c1O
 : -32%, 11, -2, -16, 1%, 0%, -6%
> COc1cccc(NC(=O)C2CCCN(S(=O)(=O)c3cccc4nonc34)C2)c1 (stereo not drawn)
 : -29%, -30&-5, -1, 3, -6%&13%, 5%, 6%
> O=C(COc1cccnc1[N+](=O)[O-])N1CCc2ccccc2C1
 : 34%, 0, 4, 4, 1%, -3%, -6%
> C=C(CO)C1Cc2cc(C(C)=O)ccc2O1 (stereo not drawn)
 : -20%, 36, -1, 8, 4%, 6%, u

# (more compounds)
# Every second line gives: AmpC inh no detg, HCMV inh, Cycloheximide cs, Shiga inhibitor, AmpC detergent, Giardia FBPA inh, AMA1-RON2 inh
> O=S(=O)(C/C(=C/CO)S(=O)(=O)c1ccccc1)c1ccccc1
 : -13%, -106*, 26*, 41, 1%, 0%, -14%
> O=C(CN(Cc1ccccc1Cl)C(=O)c1csnn1)NCc1ccc(F)cc1
 : -6%, 6, -4, -7, -5%, -9%, 2%
> C[C@]12CCC3C(CC[C@H]4C[C@H](O)CC[C@]34C)C1CC(=O)[C@@H]2O (stereo partly drawn)
 : -28%, 42, x, x, x, x, -7%
> CC1CCN(C(=O)CN(CCc2ccccc2)S(C)(=O)=O)CC1
 : 25%, -14, 2, 3, -7%, 4%, -5%
> Cc1cnc(C(=O)OCC(=O)Nc2cccc(Cl)c2)cn1
 : -1%, 13, 0, -13, -6%, -1%, 4%
> COc1ccc(/C=C/C(=O)N2CCCC2)cc1OC
 : 1%, -4, 5, 4, -3%, 5%, -7%
> COc1ccccc1NC(=S)NCc1cccnc1
 : -23%, 24, -2, -6, 0%, 4%, -10%[11.6 µM]
> COc1ccc(C2C=C(C34CC5CC(CC(C5)C3)C4)NC(=S)N2)cc1 (stereo not drawn)
 : -34%, -22, -2, -4, 1%, 6%, 39%[activator]
> c1ccc(C2(CN3CCNC[C@H]3Cc3cccc4ccccc34)CC2)cc1
 : 21%, -4, x, x, -7%, x, -2%
> O=C(/C=C/c1cccc(Cl)c1)Nc1ncccn1
 : -23%, 38, 15, 55*, -10%, -1%, -10%

# Three compounds from above, reduced to AmpC detergent and Shiga inhibitor:
mol | AmpC detergent | Shiga inhibitor
COc1ccc(C2C=C(C34CC5CC(CC(C5)C3)C4)NC(=S)N2)cc1 (stereo not drawn) | 1% | -4
c1ccc(C2(CN3CCNC[C@H]3Cc3cccc4ccccc34)CC2)cc1 | -7% | x
COc1ccc(/C=C/C(=O)N2CCCC2)cc1OC | -3% | 4
